TrxR1 substrate = substrates of rat thioredoxin reductase 1 | O89049 | purified TrxR1 substrate turnover, NADPH consumption readout | Potency, µM (titrated, usually from 114 µM), for the others: top-dose activity change, negative = substrate turnover | 390,000 compounds, 0.01% hits | AID 588456; also: potency is read from the fitted curve at half-maximal effect; % is scaled to controls: 0 for no effect and ±100 for the full control effect; nearly all actives have a fitted effect of over 50% in size
Target sequence (O89049 whole entry, looked up): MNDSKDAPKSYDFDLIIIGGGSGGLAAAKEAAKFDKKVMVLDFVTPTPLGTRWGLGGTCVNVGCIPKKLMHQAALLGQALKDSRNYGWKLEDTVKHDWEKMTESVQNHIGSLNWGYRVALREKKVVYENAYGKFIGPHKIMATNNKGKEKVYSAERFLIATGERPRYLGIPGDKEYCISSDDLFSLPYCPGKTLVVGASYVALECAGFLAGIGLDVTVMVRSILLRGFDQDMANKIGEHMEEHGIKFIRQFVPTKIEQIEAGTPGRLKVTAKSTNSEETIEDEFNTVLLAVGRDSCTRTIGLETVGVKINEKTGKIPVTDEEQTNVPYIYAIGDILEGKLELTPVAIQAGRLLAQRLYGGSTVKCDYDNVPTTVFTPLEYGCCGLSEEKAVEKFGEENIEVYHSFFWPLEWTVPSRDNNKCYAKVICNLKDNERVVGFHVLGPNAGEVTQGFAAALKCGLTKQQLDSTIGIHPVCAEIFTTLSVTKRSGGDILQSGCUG
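Rat TrxR1, dispensed at 90 nM, was prereduced with 400 uM NADPH (final) for 5 min at ~22 deg C, then incubated with compound 15 min before 400 uM selenite. A first-read NADPH fluorescence drop versus no-compound background flagged substrates.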
mIDH1 inhibitor = blocks human mutant IDH1 R132H enzyme. Potency, µM (doses to about 76.6 µM), inactives show top-dose activity change, negative = inhibition, usual class: inhibitors. O75874. AID 602179. IDH1-R132H enzyme, NADPH consumption, diaphorase/resazurin fluorescence. 390,000 compounds, 0.093% hits; also: potency is read from the fitted curve at half-maximal effect; % is scaled to controls: 0 for no effect and ±100 for the full control effect; nearly all actives have a fitted effect of over 65% in size
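IDH1-R132H (0.5 ug/mL dispensed) in pH 7.5 Tris buffer was preincubated 30 min with compound, then given a substrate mix of 0.016 mM NADPH and 2 mM alpha-KG for 80 min at room temperature; remaining NADPH was read by diaphorase/resazurin fluorescence.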
TRHR PAM = allosteric enhancers of human TRH receptor; P34981; TRHR cells, fluo-8 calcium fluorescence, EC20 TRH enhancement; enhancement, % at 2 µM; 360,000 compounds, 0.66% hits; AID 493056; in the data active = enhancement above about 30%; also: 0% is about no effect
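Enhancer read-out: after compound pinning and an initial kinetic agonist-mode read, an EC20 of TRH (10 nM final) was injected and fluo-8 calcium signal (Ex 480/Em 530) followed at 1 s/cycle for 100 cycles in TRHR-expressing cells.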
D2 antagonist = antagonists of human D2 dopamine receptor. P14416. HEK293 TREx D2 cells, calcium flux, dopamine EC80. inhibition, % at 10 µM. 340,000 compounds, 2% hits; in the data active = inhibition above about 30%; also: 0% is about no effect
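Read-out: kinetic calcium fluorescence (1 cycle/s) in inducible HEK293 T-REx D2 cells after an EC80 dopamine addition that followed 180 s compound preincubation. Loss of the dopamine response indicates antagonism.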
D2 ag = agonists of human D2 dopamine receptor. P14416. HEK293 T-REx D2 cells, calcium flux agonist mode. activation, % at 2 µM. 340,000 compounds, 0.53% hits. AID 485358;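 active = activation over 3 SD above normal in the single-dose calcium agonist read, cut at about 30% in these data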; also: 0% is about no effect
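Agonism is scored from calcium flux in a force-coupled, inducible HEK293 cell line expressing D2, read kinetically for 180 s after compound addition against dopamine controls.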
rTrxR1 inhibitor = blocks rat thioredoxin reductase 1 | O89049 | recombinant rTrxR1, NADPH fluorescence consumption, selenite substrate | Potency, µM (highest dose often 114 µM), for inactives: at the highest dose activity change, negative = inhibition, usual class: inhibitors | 390,000 compounds, 1% hits | AID 588453; also: potency is read from the fitted curve at half-maximal effect; % is scaled to controls: 0 for no effect and ±100 for the full control effect; nearly all actives have a fitted effect of over 65% in size
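Rat TrxR1 (90 nM in the dispensed reagent) was pre-reduced with 400 uM NADPH for 5 min at room temperature, then incubated with compound for 15 min. After 400 uM selenite was added, NADPH fluorescence (Ex 340/Em 450 nm) was followed for 8 min.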
USP1 inh = USP1/UAF1 (human) deubiquitinase inhibition; 390,000 compounds, 0.23% hits; recombinant USP1/UAF1, Ub-Rhodamine cleavage fluorescence; Potency, µM (doses to about 57.1 µM), for the others: top-dose activity change, negative = inhibition, usual class: inhibitors; also: potency is read from the fitted curve at half-maximal effect; % is scaled to controls: 0 for no effect and ±100 for the full control effect; nearly all actives have a fitted effect of over 60% in size; inactives centre near -12
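USP1/UAF1 complex (1 nM) preincubated 15 min at room temperature with compound, then Ub-Rho substrate (150 nM final) added. Kinetic fluorescence at 480/540 nm over 6 reads at 60 s intervals; 50 mM HEPES pH 7.8, 0.5 mM EDTA, 0.1 mg/ml BSA, 1 mM TCEP, 0.01% Tween-20.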
PI4K2A inh = inhibitors of human PI4K2A | Q9BTU6 | purified PI4K2A, ADP-Glo luminescence, 1 h; stronger effect = lower value | activity change, negative = inhibition, % at 76.9 µM | 420,000 compounds, 0.13% hits; in the data active = activity change below about -50%; inconclusive = mostly about -30% to -49%;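 also: -100% = wells without enzyme as full effect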
Target sequence (Q9BTU6 whole entry, looked up): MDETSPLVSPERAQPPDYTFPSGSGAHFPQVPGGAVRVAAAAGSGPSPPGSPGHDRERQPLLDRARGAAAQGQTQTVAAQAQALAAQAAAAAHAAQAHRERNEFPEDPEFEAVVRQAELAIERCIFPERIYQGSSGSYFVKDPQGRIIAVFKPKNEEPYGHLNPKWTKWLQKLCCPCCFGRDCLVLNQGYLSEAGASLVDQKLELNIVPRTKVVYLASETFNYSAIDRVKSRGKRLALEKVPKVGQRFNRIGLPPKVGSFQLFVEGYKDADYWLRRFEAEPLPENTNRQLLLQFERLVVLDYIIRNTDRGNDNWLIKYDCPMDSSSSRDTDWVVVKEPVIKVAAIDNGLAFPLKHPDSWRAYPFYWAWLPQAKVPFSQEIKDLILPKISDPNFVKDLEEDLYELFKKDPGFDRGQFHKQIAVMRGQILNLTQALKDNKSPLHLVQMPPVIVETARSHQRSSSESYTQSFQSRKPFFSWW
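Compounds are screened against recombinant PI4K2A using PI as substrate and ATP, the latter dispensed at 300 microM. Reactions run one hour at ambient temperature before ADP-Glo detection; full inhibition defined by wells lacking enzyme.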
TRHR agonist = TRH receptor (human) agonism; P34981; AID 493084; 360,000 compounds, 0.18% hits; activation, % at 2 µM; TRHR cells, calcium flux fluo-8, FDSS agonist mode; in the data active = activation above about 30%; also: 0% is about no effect
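Read-out: compound-evoked intracellular calcium rise in TRHR cells, fluo-8 dye, kinetic FDSS fluorescence at 1 s/cycle following a 10-cycle baseline. Cells cultured overnight before dye loading (30 min–1.5 h, RT).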
Numbers without * were called inactive; u = inconclusive; x = not tested or not shown; [ ] = another dose, or the depositor's remark. Unless noted, calls follow the shape of the dose curve; as a rule, active = well fitted inhibition curve with a large enough effect; inconclusive = small, poorly fitted or top-dose-only effect; inactive = no such curve, though single readings can be large or run the other way.

SMILES	TrxR1 substrate	mIDH1 inhibitor	TRHR PAM	D2 antagonist	D2 ag	rTrxR1 inhibitor	USP1 inh	PI4K2A inh	TRHR agonist
COc1ccccc1CNC(=O)C1CCCN(C(=O)c2cnn(-c3ccc(F)cc3)c2-n2cccc2)C1 (stereo not given)	4%	-12%	-8	x	-1.7	14%	-26%	0	-1.0
Cc1[nH]c2ccccc2c1CN1CCN(c2ccccn2)CC1	7%	5%	1	56*	51*	12%[57.1 µM]	-14%	5	-0.1
Cc1cc2ncn(S(=O)(=O)c3ccc(S(=O)(=O)N4CCOCC4)cc3)c2cc1C	-4%	-1%	2	-19	0.4	5%	-6%	-2	1.0
COCCNC(=O)C(OC(=O)c1cc2oc(C)cc2n1C)C(C)C (stereo not given)	0%[57.1 µM]	-1%	2	7	0.5	12%[57.1 µM]	-2%	2	0.0
O=C1CN(C(=O)CSc2nc3ccccc3c(=O)n2CC2CCCO2)c2ccccc2N1 (stereo not given)	-8%	-6%	9	-1	1.8	1%	0%	-5	0.0
CC(=O)N1CCN(c2nc(CC(C)C)c3c(c2C#N)CCC3)CC1	42%[57.1 µM]	-27%	-3	5	0.0	16%[57.1 µM]	-4%	-1	-0.1
CC1(C)Cc2c(C#N)c(N3CCN(C(=O)c4ccccc4)CC3)nc(Cc3ccccc3)c2CO1	15%[57.1 µM]	-3%	-11	8	1.1	16%[57.1 µM]	-3%	10	0.4
Cc1cc(N(CCO)CCO)ccc1N=Nc1cc(F)ccc1F	-20%	1%	0	-2	-0.2	-3%[57.1 µM]	-13%	-11	1.0
Cc1cc(C)c(NC(=O)C2CCN(c3nnc(C)c4c(C)n(-c5ccccc5)nc34)CC2)c(C)c1	7%	-6%	1	x	0.2	29%	-17%	0	-0.2
COc1ccc(-c2nn(-c3ccccc3)cc2/C=N/O)cc1OC	43%[activator]	-1%	-3	10	3.3	14%	-4%	-2	-0.9
CSCC[C@H](NC(=O)OC(C)(C)C)c1nnc(SCC(N)=O)o1	0%	5%	-3	-2	1.0	-7%	-27%	2	1.5
CC(=O)NNC(=O)c1sc(=S)n2c1[nH]c(=O)c1sccc12	-10%[57.1 µM]	30%	14	x	x	5%[57.1 µM]	-15%	-1	4.4
CN(C[C@H](Cc1ccccc1)N(CCN(CCc1ccccc1)N=O)N=O)N=O	-8%[57.1 µM]	-14%	43*	-9	0.2	5%[57.1 µM]	-11%	-7	0.2
Cc1ccc(CCNC(=O)C2CCN(S(=O)(=O)c3ccc4c(ccn4C)c3)CC2)cc1	-11%[57.1 µM]	10%	3	x	-0.8	-14%[57.1 µM]	-27%	4	-0.3
C/C(CCc1ccc2c(c1)OCO2)=N\N=C1\NC(=O)CC(C(=O)Nc2ccccc2)S1 (stereo not given)	-1%[57.1 µM]	3%	-3	1	0.6	20%[57.1 µM]	-12%	5	0.3
O=C(Cn1ccn(-c2ccc(F)c(F)c2)c(=O)c1=O)Nc1ccccc1F	3%[11.4 µM]	-7%	-2	x	1.0	20%	u	-5	0.7
COc1ccc(C(C(=O)NC2CCCC2)N(C(=O)c2snc(C(N)=O)c2N)c2cccc(O)c2)cc1 (stereo not given)	7%	9%	12	-5	1.0	-1%	-8%	-2	0.3
CC(C)Nc1nc(-c2ccccn2)nc(-c2ccccc2)c1C#N	-2%[57.1 µM]	-6%	2	-4	0.3	-1%[57.1 µM]	-19%	0	-0.4
CCOc1ccc(NC(=O)CSC(N)=O)cc1	2%[57.1 µM]	-1%	-2	-11	-0.1	25%[57.1 µM]	2%	u	3.4
O=C(Nc1oc2ccccc2c(=O)c1-c1ccc(Cl)cc1)c1ccco1	-13%	0%	-3	-8	0.9	-19%	-7%	-1	-0.3
Cc1ccc(C(=O)NC2CCN(CC(=O)NC3CCC(C)CC3)CC2)cc1 (stereo not given)	-4%	-5%	2	-8	-2.4	1%	-21%	3	-1.6
CCCCN(CCCC)CCNC(=O)c1cn(C)c2ccc(S(=O)(=O)N3CCOCC3)cc2c1=O	-1%	-8%	-1	x	0.8	-1%	-7%	2	-0.5
CCOC(=O)Cc1csc(NC(=O)CCN2C(=O)c3cccc([N+](=O)[O-])c3C2=O)n1	2%[57.1 µM]	9%	14	-9	0.0	14%[57.1 µM]	-14%	5	-0.5
O=C(NCC1CCCO1)c1ccc2c3n(nc2c1)-c1ccccc1CO3 (stereo not given)	38%	-5%	2	-4	-0.9	5%[57.1 µM]	-25%	-11	-0.9
Cc1ccc(N(C(C)C(=O)N2CCN(Cc3ccccc3)CC2)S(C)(=O)=O)cc1 (stereo not given)	3%[57.1 µM]	0%	37*	1	-6.6	22%[57.1 µM]	-31%	-2	-4.0

Part of the list above, showing only TRHR agonist and mIDH1 inhibitor.
molecule | TRHR agonist | mIDH1 inhibitor
CCCCN(CCCC)CCNC(=O)c1cn(C)c2ccc(S(=O)(=O)N3CCOCC3)cc2c1=O | -0.5 | -8%
CCOC(=O)Cc1csc(NC(=O)CCN2C(=O)c3cccc([N+](=O)[O-])c3C2=O)n1 | -0.5 | 9%
O=C(NCC1CCCO1)c1ccc2c3n(nc2c1)-c1ccccc1CO3 (stereo not given) | -0.9 | -5%
Cc1ccc(N(C(C)C(=O)N2CCN(Cc3ccccc3)CC2)S(C)(=O)=O)cc1 (stereo not given) | -4.0 | 0%

(cont.)
SMILES	TrxR1 substrate	mIDH1 inhibitor	TRHR PAM	D2 antagonist	D2 ag	rTrxR1 inhibitor	USP1 inh	PI4K2A inh	TRHR agonist
Cc1ccc(S(=O)(=O)N(C)C)cc1NC(=O)COC(=O)CCC1CCCCC1	-5%	11%	1	-10	-1.6	3%	-3%	-2	-0.4
Cc1cc(C)n(CCC(=O)N/N=C/c2ccccc2O)n1	-1%	8%	7	-10	-0.3	-13%	-13%	8	0.2
COc1cccc(N2CCN(CC(=O)Nc3ccc(SC(F)F)cc3)CC2)c1	4%	2%	13	-8	0.7	12%	-13%	2	0.6
O=C(CN1CCc2ccccc2C1)NCc1ccco1	-6%	7%	1	4	0.1	-22%	-15%	1	-0.7
O=C(Nc1cccc(Cl)c1Cl)c1ccncc1	-6%	11%	3	-1	-1.5	-5%	-14%	6	-0.8
Cc1ccc(-n2ncc(C(=O)NCc3ccccn3)c2C2CCN(C(=O)OC(C)(C)C)CC2)cc1C	-19%	7%	-13	x	0.2	-20%	u	-1	-0.8
O=C(c1ccco1)N1CCN(C(c2ccc(F)cc2)c2nnnn2Cc2cccs2)CC1 (stereo not given)	1%	-1%	-7	-1	0.3	-28%	-3%	-8	0.2
O=C(CSc1nc(=O)n(Cc2ccncc2)c2c1CCC2)Nc1ccccc1	4%[57.1 µM]	-3%	2	x	0.3	6%[57.1 µM]	-5%	-2	0.1
NC(=O)c1ccccc1NS(=O)(=O)Cc1ccc(Cl)cc1	107%[activator]	9%	-1	9	0.8	17%	-8%	9	0.9
Cc1c(C(=O)NC(C)c2ccccn2)oc2c(Cl)cccc12 (stereo not given)	5%	4%	1	-1	-0.5	9%	1%	-8	-1.7
Cc1cc(NS(=O)(=O)c2ccc(NC(=O)c3ccc(Cl)cc3Cl)cc2)no1	2%[57.1 µM]	0%	-4	13	-1.6	5%[57.1 µM]	-21%	-4	0.3
CN1CCN(c2c(F)cc3c(=O)c(C(=O)O)cn(CCF)c3c2F)CC1	x	x	-1	0	1.0	x	x	5	0.4
COc1ccc(C2NC(=O)NC(C)=C2C(=O)OCc2ccc3c(c2)OCO3)cc1OC (stereo not given)	-1%	-5%	4	-12	0.7	8%	-17%	5	-0.4
CN(C)c1ccc(/C=C2\C(=N)N3N=C(CC(=O)N4CCCC4)SC3=NC2=O)cc1Br	10%[57.1 µM]	-11%	-6	14	1.6	18%[57.1 µM]	-5%	1	0.7
COc1cccc(-c2ccc(NC(=O)C3CCCN(Cc4cnn(C(C)C)c4)C3)cc2)c1 (stereo not given)	3%	14%	-3	13	2.6	30%	-10%	2	1.5
COc1ccc(/C=N/NC(=O)c2ccncc2)c(C(=O)O)c1OC	-2%	14%	0	20	0.6	3%	-9%	5	0.1
COc1cc2c(cc1OC)C(c1ccc(N(C)C)cc1)NCC2 (stereo not given)	4%	2%	11	-14	0.3	9%	-19%	2	0.6
COc1ccc(/C=C/C(=O)OCC(=O)NCCC2=CCCCC2)cc1OC	-1%	5%	-4	5	1.0	-1%	-2%	-1	-2.6
Cc1nc(SCC(=O)Nc2ccc3c(c2)OCCO3)nc(C)c1C	11%	0%	-6	-8	1.3	8%[57.1 µM]	-12%	0	-0.3
Cn1nc(C(=O)Nc2cccc(C(F)(F)F)c2)ccc1=O	-9%	8%	2	-10	-0.8	-3%	-4%	1	-0.9
COc1cc(NS(=O)(=O)c2ccc(NC(=S)NC(=O)C3CCCC3)cc2)nc(OC)n1	15%	8%	-6	10	0.5	-13%	1%	-7	-0.3
COc1cccc(CNCC(=O)Nc2ccc(N3CCOCC3)cc2)c1	-3%	10%	4	x	x	-22%	-11%	3	-0.2
CSc1ccccc1C(=O)NCc1ccc(S(N)(=O)=O)cc1	-4%	5%	1	0	0.4	4%	-2%	1	0.0
Cc1ccc(S(=O)(=O)CC(=O)N(C)C)cc1	10%[57.1 µM]	6%	5	-5	0.2	9%[57.1 µM]	-6%	-9	0.8
CCCCn1c(=O)c(CC(C)=O)nc2ccccc21	8%	1%	-5	2	1.3	6%	-30%	13	-0.5
Cc1cc(C(=O)COC(=O)/C=C/c2ccc(F)cc2)c(C)n1C	-5%	1%	4	2	0.1	-8%	-13%	-6	0.0
CCOc1ccc(CN(CCO)CCO)cc1C(=O)OC	-4%	1%	1	-5	0.4	-1%	3%	-9	0.2
Cc1ccc(C(=O)c2cc([N+](=O)[O-])ccc2N2CCCCC2)c(C)c1	-16%	11%	-3	7	-1.0	-18%	-11%	-1	-0.1
COc1cccc(C(=O)OCC(=O)N2CCC(Cc3ccccc3)CC2)c1OC	-3%	6%	x	x	x	12%	-19%	1	x

Outcome played no part in choosing rows; overall some 3.9% were active at least once.
